HKDC1 inhibitor: HKDC1 hexokinase inhibitors, primary screen, biochemical, fluorescence, uHTS. Q2TB90. hit rate 0.16% among 340,000. inhibition, % at 20 µM. recombinant HKDC1, G6PDH/diaphorase resazurin coupled fluorescence. AID 493160, 2011;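 active means inhibition above about 35% when tested at 20 µM, limit read from the data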;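 further: plate controls were DMSO wells with enzyme for no effect and DMSO wells lacking enzyme for full effect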
Target sequence (Q2TB90 whole entry, looked up): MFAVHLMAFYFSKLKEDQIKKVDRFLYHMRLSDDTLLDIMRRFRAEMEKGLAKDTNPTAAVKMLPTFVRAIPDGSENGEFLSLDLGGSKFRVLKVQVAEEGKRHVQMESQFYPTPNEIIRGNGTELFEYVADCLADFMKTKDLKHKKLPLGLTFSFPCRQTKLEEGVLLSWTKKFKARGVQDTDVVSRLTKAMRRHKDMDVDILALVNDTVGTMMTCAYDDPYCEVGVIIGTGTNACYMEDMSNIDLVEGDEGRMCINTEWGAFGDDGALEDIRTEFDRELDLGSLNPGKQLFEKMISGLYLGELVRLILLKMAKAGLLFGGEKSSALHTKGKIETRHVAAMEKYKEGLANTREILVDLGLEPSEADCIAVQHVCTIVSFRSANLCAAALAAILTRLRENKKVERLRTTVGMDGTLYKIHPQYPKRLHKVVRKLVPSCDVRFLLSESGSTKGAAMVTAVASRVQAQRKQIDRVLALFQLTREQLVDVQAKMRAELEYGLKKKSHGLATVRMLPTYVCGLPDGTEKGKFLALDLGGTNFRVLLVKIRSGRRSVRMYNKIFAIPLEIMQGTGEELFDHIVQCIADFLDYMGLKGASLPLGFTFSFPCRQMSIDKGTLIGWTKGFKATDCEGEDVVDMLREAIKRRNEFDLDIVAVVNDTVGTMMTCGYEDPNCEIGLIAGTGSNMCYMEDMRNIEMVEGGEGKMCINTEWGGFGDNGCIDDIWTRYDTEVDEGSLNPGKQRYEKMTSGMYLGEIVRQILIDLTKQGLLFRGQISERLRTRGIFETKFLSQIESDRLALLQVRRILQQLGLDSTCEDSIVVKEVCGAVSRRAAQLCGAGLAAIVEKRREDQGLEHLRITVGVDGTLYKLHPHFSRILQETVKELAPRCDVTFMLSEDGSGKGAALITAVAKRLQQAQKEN
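Assay system: recombinant HKDC1 hexokinase; detection: coupled resazurin fluorescence, excitation 525 nm, emission 613 nm; benchmarks: DMSO-plus-enzyme-mix negative control, buffer-substituted positive control; compound dosing: single 20 µM dose; schedule: 90 min at room temperature in dark; also added: glucose plus 1 mM ATP as hexokinase substrates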
mIAP act: activators of mouse IAP, primary screen, biochemical, luminescence, uHTS | hit rate 0.24% among 330,000 | activation factor at 10 µM | muIAP, CDP-Star luminescence, 30 min; hits give high values; 1 = vehicle-only enzyme signal, 0 = enzyme-free wells;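 active means activation factor of at least 2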; further: the source names both 10 and 20 µM as test concentration; values of inactives mirror those of a sister screen read the other way
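Assay system: mouse IAP enzyme; Reagent: CDP-Star chemiluminescent phosphatase substrate; Compound: DMSO-dissolved test compounds; Incubation: 30 min, room temperature; Technique: luminescence from enzymatic CDP-Star hydrolysis; Controls: DMSO-only wells and no-enzyme negative control.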
APOBEC3A inh: APOBEC3A ssDNA deaminase inhibitors, primary screen, selectivity assay for APOBEC3G inhibitor project, biochemical, FAM/TAMRA oligo cleavage fluorescence; hit rate 0.41% among 330,000; recombinant A3A, FAM/TAMRA ssDNA deamination fluorescence; AID 493011, 2011; DNA dC->dU-editing enzyme APOBEC-3A (Homo sapiens), P31941; inhibition, % at 20 µM;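 active means at least 40% inhibition at 20 µM here, with at most 30% in a related deaminase screen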;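 further: plate controls were A3A with DMSO for no effect and wells lacking A3A enzyme for full effect; some results filed as inactive read as strong as hits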
hIAP inh: human IAP inhibitors, primary screen, biochemical, luminescence, uHTS; inhibition, % at 10 µM; hit rate 0.12% among 330,000; Intestinal-type alkaline phosphatase (Homo sapiens), P09923; purified IAP, CDP-Star luminescence, 30 min;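 active means inhibition reaching a set limit with compound at 10 µM in the primary screen, cut at about 35% in these data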;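 further: plate controls were DMSO wells with enzyme for no effect and no-enzyme buffer wells for full effect; values of inactives mirror those of a sister screen read the other way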
PfGluPho inh: PfG6PD enzyme inhibitors, primary screen, biochemical, fluorescence intensity, uHTS; PfGluPho enzyme, NADPH resazurin-diaphorase fluorescence; inhibition, % at 20 µM; hit rate 0.78% among 350,000; AID 504690, 2011;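 active means inhibition reaching at least a set limit at 20 µM in the primary screen, cut at about 59% in these data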;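 further: 0% = DMSO wells with substrate and 100% = DMSO wells lacking glucose-6-phosphate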
mIAP inh: inhibitors of mouse IAP, primary screen, biochemical, luminescence, uHTS; purified mouse IAP, CDP-Star luminescence, 30 min; inhibition, % at 10 µM; hit rate 0.2% among 330,000; AID 2806, 2010;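 active means inhibition of at least 40% at 10 µM in the primary screen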;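 further: plate controls were DMSO with enzyme for no effect and no enzyme wells for full effect; values of inactives mirror those of a sister screen read the other way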
hIAP act: human IAP activators, primary screen, biochemical, luminescence, uHTS; purified human IAP, CDP-Star luminescence, 30 min; hits give high values; 1 = vehicle-only enzyme, 0 = enzyme-free background; activation factor at 10 µM; hit rate 0.16% among 330,000; Intestinal-type alkaline phosphatase (Homo sapiens), P09923; AID 2524, 2010;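 active means activation factor of the enzyme at least 2-fold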; further: the source names both 10 and 20 µM as test concentration; values of inactives mirror those of a sister screen read the other way
ATG4B inh: ATG4B protease inhibitors, primary screen, biochemical, fluorescence, uHTS; ATG4B cleavage of LC3-PLA2, NBD-HPC fluorescence, 1 h; inhibition, % at 8.33 µM; hit rate 0.51% among 340,000; in the data active means inhibition above about 40%
An asterisk follows results filed as active. Hits appear at their usual frequency, and some 2.4% of all compounds hit somewhere here.

SMILES,PfGluPho inh,mIAP act,hIAP inh,ATG4B inh,hIAP act,APOBEC3A inh,HKDC1 inhibitor,mIAP inh
CCN1CCCC(OC(=O)c2cc(-c3ccc(C)cc3)nc3ccccc23)C1 (configuration not stated),6,0.95,-15,-2,1.2,0,-4,5
O=C1Nc2ccccc2/C1=C/c1cccnc1,8,0.96,-12,-3,1.1,1,-3,4
Cc1cc2c(cc1S(=O)(=O)N1CCc3ccccc31)NC(=O)CO2,22,1,-11,-12,1.1,-1,5,-3
COc1ccc(S(=O)(=O)N2CCOCC2)cc1NC(=O)c1ccccc1-c1ccc(C(F)(F)F)cc1,-11,0.96,-2,11,1,1,4,4
CCn1nc(C)c(CCC(=O)O)c1C,-19,1.1,3,1,0.97,24,0,-11
O=C(O)c1cccnc1Br,2,1,8,2,0.92,1,-7,0
COc1ccccc1C(CCNCc1ccccc1)c1ccc(OC(C)C)cc1 (configuration not stated),-17,1,-10,6,1.1,-7,0,-4
CCC(=O)N1CCN(c2ccc(Cl)cc2NC(=O)c2ccc3c(c2)OCCO3)CC1,7,1,-4,-5,1,-1,-2,-3
Cc1csc(N(C(=O)c2cccc(S(=O)(=O)N(C)C)c2)c2ccccc2)n1,8,1.1,-3,-7,1,11,-9,-9
O=C(COC(=O)CNS(=O)(=O)/C=C/c1ccccc1)NC1CCS(=O)(=O)C1 (configuration not stated),-6,1.1,1,-8,0.99,2,-2,-6
COc1ccc(/C=C/C(=O)NC(=S)N2CCOCC2)cc1,2,1,-1,-1,1,-4,-1,-2
CC(=O)Nc1ccc(S(=O)(=O)N2CCN(CCc3ccccc3)CC2)cc1,-4,1,-1,-12,1,-3,3,0
O=[N+]([O-])c1ccc(NCCNCCOc2nonc2-c2ccccc2)c([N+](=O)[O-])c1,-10,0.86,7,6,0.93,-5,-2,14
Cc1ccc(NC(=O)c2ccncc2)cc1S(=O)(=O)N(C)C,-2,0.92,7,-2,0.93,-2,5,8
COc1ccc(NC(=O)C2CC(=O)N/C(=N/N=C/c3ccco3)S2)cc1 (configuration not stated),-17,0.98,10,4,0.9,-3,-2,2
CCOc1ccc(Oc2c(/C=N/NC(N)=O)c(C)nn2-c2ccccc2)cc1,6,1.1,-6,0,1.1,-2,-1,-6
COc1ccc(-c2ccc(CCC(=O)O)n2-c2ccccc2OC)cc1,5,1,24,-1,0.76,1,-1,-4
CN(C)CCNC(=O)c1[nH]nc2c1CCc1ccccc1-2,-11,0.94,-14,7,1.1,-2,0,6
Cc1ccc2nc(N3CCN(Cc4nnnn4C4CCCC4)CC3)c(C#N)cc2c1,10,1,11,-14,0.89,-3,5,-1
O=C(CCCN1C(=O)/C(=C/c2cccc(Br)c2)SC1=S)N1CCOCC1,10,0.79,8,-9,0.92,-4,11,22
O=C(c1cccs1)N1CCN(c2ccc(Cl)cc2)CC1,-14,0.95,-4,2,1,-1,-5,5
O=C(Nc1ccccc1C(=O)N1CCN(Cc2ccccc2)CC1)c1ccc(F)cc1,-3,1.1,-49,-8,1.5,-2,-5,-9
CCOc1ccc(C(=O)NCC(=O)Nc2ccc(N3CCOCC3)cc2)cc1OCC,-5,0.94,-3,-6,1,-1,0,6
O=C(c1ccc(CNc2c(N3CCCC3)c(=O)c2=O)cc1)N1CCN(C2CCCCC2)CC1,-10,0.9,14,-1,0.86,-1,-7,10
COc1ccc(-c2nn(-c3ccccc3)cc2C(=O)N(C)CC(=O)Nc2cccc(F)c2)cc1,13,1.2,16,-12,0.84,-3,3,-19
Cc1nnc(SCC(=O)Nc2ccc3c(c2)OCO3)[nH]c1=O,-13,0.93,7,-2,0.93,-2,5,7
COc1ccc(NC(=O)Nc2cc(C)ccc2F)cc1,-7,1.6,2,-1,0.98,-1,13,-57
COCCN1C(=O)N(c2ccc(OC)cc2)C(=O)C1CC(=O)Nc1cccc(F)c1 (configuration not stated),8,0.98,-21,-3,1.2,-4,-3,2
COc1ccc(NC(=O)C2CCC(CNS(=O)(=O)c3cccs3)CC2)cc1 (configuration not stated),2,0.97,8,0,0.92,0,-5,3
CC1CCC(=NNC(=O)Cc2cccn2C)CC1 (configuration not stated),-5,1,-2,-4,1,-2,-5,-1
COc1cc(C(=O)NC2CCN(Cc3nnnn3Cc3ccc(F)cc3)CC2)cc(OC)c1OC,-2,0.95,-8,-12,1.1,-2,-9,5
COc1cccc(NC(=S)N(CCN(C)C)C(C)c2cccnc2)c1 (configuration not stated),11,0.88,-9,-5,1.1,0,-4,12
O=C(C1CCN(Cc2cc(Cl)ccc2O)CC1)N1CCN(Cc2ccccc2)CC1,-1,1,-24,-6,1.2,-2,-5,-1
COC(=O)C1CCC(=S)N1C(=O)c1ccccc1 (configuration not stated),27,0.81,-2,0,1,-2,-1,19
CCCCc1ccc(NS(=O)(=O)c2cccc(C(=O)N3CCNC(=O)C3)c2)cc1,-1,0.96,6,-11,0.94,-4,-1,4
N#Cc1ccc(OCC(O)CS(=O)(=O)c2ccc(F)cc2)cc1 (configuration not stated),3,0.99,-4,2,1,2,-10,1

2 neighbouring records from above:
SMILES,PfGluPho inh,mIAP act,hIAP inh,ATG4B inh,hIAP act,APOBEC3A inh,HKDC1 inhibitor,mIAP inh
COc1ccc(-c2nn(-c3ccccc3)cc2C(=O)N(C)CC(=O)Nc2cccc(F)c2)cc1,13,1.2,16,-12,0.84,-3,3,-19
Cc1nnc(SCC(=O)Nc2ccc3c(c2)OCO3)[nH]c1=O,-13,0.93,7,-2,0.93,-2,5,7

(further entries)
SMILES,PfGluPho inh,mIAP act,hIAP inh,ATG4B inh,hIAP act,APOBEC3A inh,HKDC1 inhibitor,mIAP inh
CCCCn1c(=O)n(CC(=O)NCc2ccc(C)cc2)c(=O)c2c1nc(CO)n2CCC,-8,0.96,2,-5,0.98,2,3,4
COc1ccccc1NS(=O)(=O)c1ccc(C(=O)N2CCCC(C(F)(F)F)C2)cc1 (configuration not stated),-4,1.1,-7,-3,1.1,-3,-1,-7
O=C1C=C(N2CCCCC2)C2(CCCCC2)O1,22,0.95,10,-6,0.9,-1,-12,5
Cc1ccc(CNC(=O)CN(C)S(=O)(=O)c2cnc[nH]2)cc1,-19,1,0,5,1,3,-15,0
Cc1cc(N2CCOCC2)nc2ccc(Cl)cc12,6,1,-1,2,1,2,1,-3
N/C(CN1CCCC1=O)=N\O,7,0.98,-1,-8,1,-2,3,2
COc1cccc(NC(=O)CCC2CCN(C(=O)C3CC=CCC3)CC2)c1 (configuration not stated),-18,1,-26,-5,1.3,1,4,-3
C=CCN(CC=C)C(=O)Cc1ccc(F)cc1,-4,0.93,9,-5,0.91,0,-5,7
Cc1cc(C(F)(F)F)c(C#N)c(SCC(=O)NC(C)(C)C)n1,-5,1,6,-5,0.94,0,3,-1
COc1ccc(NC(=O)N2C3CCCC2CC(NC(=O)c2ccccc2)C3)cc1 (configuration not stated),-6,1,-6,-6,1.1,6,1,-1
O=S(=O)(c1ccc(F)cc1)N1CCN(c2ncccn2)CC1,-22,1.1,-2,-1,1,-4,-2,-5
O=C(c1ccco1)N1CCN(S(=O)(=O)c2ccc3c(c2)CCN3C(=O)C2CC2)CC1,-11,1,13,-9,0.87,-3,-2,-5

In the list so far, 2 have a thiophene ring, fused or not.
SMILES,PfGluPho inh,mIAP act,hIAP inh,ATG4B inh,hIAP act,APOBEC3A inh,HKDC1 inhibitor,mIAP inh
O=C(c1cccs1)N1CCN(c2ccc(Cl)cc2)CC1,-14,0.95,-4,2,1,-1,-5,5
COc1ccc(NC(=O)C2CCC(CNS(=O)(=O)c3cccs3)CC2)cc1 (configuration not stated),2,0.97,8,0,0.92,0,-5,3

(more compounds)
SMILES,PfGluPho inh,mIAP act,hIAP inh,ATG4B inh,hIAP act,APOBEC3A inh,HKDC1 inhibitor,mIAP inh
COC(=O)c1cn(NC(=O)C2CCCO2)c(=O)c2ccccc12 (configuration not stated),-3,1.1,11,-16,0.89,-2,2,-7
COc1cc(C(=O)Nc2cccc(-c3cn4cccnc4n3)c2)cc(OC)c1OC,5,1,-1,-1,1,34,0,-2
COCCn1c(SCC(=O)NC2CC2)nnc1-c1ccco1,1,1,11,3,0.89,3,-4,-3
O=C(Nc1nc(-c2cccnc2)cs1)c1cccc([N+](=O)[O-])c1,4,0.98,11,1,0.89,3,3,2
O=C(NCC(c1cccs1)N1CCOCC1)c1ccc(Cl)s1 (configuration not stated),-14,1,-11,3,1.1,-3,-9,-3
O=C(Nc1cccc([N+](=O)[O-])c1)N1CCN(c2ccccc2)CC1,-7,0.93,7,9,0.93,-2,7,7
Cc1ccc(NC(=O)CCn2cccc2)cc1C,0,1.1,-6,-22,1.1,-4,4,-6
O=[N+]([O-])c1cc([N+](=O)[O-])c(Oc2c(F)cccc2F)cc1NN1CCCCC1,-8,0.98,17,-4,0.83,-2,-3,2
Cc1cc(C)cc(CSCC(=O)N/N=C/c2ccc(OCC(=O)NCc3ccco3)cc2)c1,-8,1,5,0,0.95,-2,6,-1
COc1ccc(C(=O)NCc2ccccc2C)cc1S(=O)(=O)NC1CCCC1,7,1.1,6,9,0.94,4,-2,-9
O=C(NCc1ccccc1)NCc1cccs1,-14,1,14,13,0.86,-2,2,-1
Cc1noc(NS(=O)(=O)c2ccc(N/C=C\C(=O)c3ccc(F)cc3)cc2)c1C,-22,1,12,2,0.88,-4,-3,-4
CCOC(=O)C1CCN(C(=O)COC(=O)c2nn(C)c(=O)c3ccccc23)CC1,2,0.98,-1,1,1,5,0,2
Cc1ccc(Nc2nc(N)c([N+](=O)[O-])c(N3CCC(C)CC3)n2)cc1C,20,0.78,-8,18,1.1,1,-1,22

Assay outcomes (PubChem)
